# Compound activity from PubChem BioAssay.
# KLK7 zymogen act – proKLK7 (human) activation, primary screen; purified proKLK7, EDANS-DABCYL substrate fluorescence; 100% is mature enzyme control, 0% vehicle; activation, % at 7 µM; hit rate 0.9% among 370,000;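 active = activation above the mean of all tested compounds plus 3 SD, computed per campaign excluding outliers beyond control limits, cut at about 13% in these data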
# Tn7 DDE FP – inhibitors of Tn7 peptide binding to human fibrin DD(E) | P02675 | FP displacement of FITC-Tn7 peptide from fibrin DD(E); 0% = median of compound wells per plate | inhibition, % at 8.3 µM | hit rate 0.13% among 370,000;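 active = inhibition above the mean of compounds falling within the control limits plus 3 SD of them, cut at about 14% in these data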;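 note: 0% = plate median of compound wells and 100% = 10 µM Aha-Tn7 peptide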
#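 Also added: labelled Tn7 tracer, 0.1 µM; Assay system: human fibrin DD(E) protein; Amount: 2 µM fibrin DD(E); Schedule: 10 min compound pre-incubation, 3 h probe incubation at room temperature; Repeats: one replicate per compound; Read-out basis: percent inhibition; Measured by: fluorescence polarization of the labelled Tn7 tracer.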
# ARFGAP1 inh – rat ARFGAP1 inhibition | Arfgap1-stimulated ARF1 GTP hydrolysis, GDP FP detection | hit rate 0.26% among 360,000 | inhibition, % at 16.5 µM;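 active = inhibition above a per-plate limit, mean inhibition of low control wells plus 3 SD, cut at about 25% in these data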;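 note: 0% = DMSO wells with enzyme and 100% = wells lacking Arfgap1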
#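 System: truncated rat Arfgap1 GAP domain / Medium: HEPES-based buffer, pH 7.5 / Also added: N-terminally truncated human ARF1-GTP substrate / Incubation: enzyme reaction 120 min at 25 °C after 20 min preincubation / Measured by: FP of antibody-bound GDP Alexa 633 tracer, ex 620/em 688 nm / Replicates: singlicate, each compound tested once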
# PLCb3 inh – PLC-beta3 (human) inhibition, primary screen. AID 720704. hit rate 0.18% among 370,000. inhibition, % at 12.2 µM. Purified PLC-beta3, fluorogenic substrate, fluorescence. Q01970; in the data active = inhibition above about 11%;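 note: 0% = median of compound wells on plate and 100% = full blocker control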
# PLC-gamma1 inh – PLC-gamma1 (human) inhibition, primary screen | P19174 | purified PLC-gamma1, fluorogenic substrate, fluorescence | inhibition, % at 12.2 µM | hit rate 0.84% among 370,000; in the data active = inhibition above about 9.5%
# Target sequence (P19174 whole entry, looked up): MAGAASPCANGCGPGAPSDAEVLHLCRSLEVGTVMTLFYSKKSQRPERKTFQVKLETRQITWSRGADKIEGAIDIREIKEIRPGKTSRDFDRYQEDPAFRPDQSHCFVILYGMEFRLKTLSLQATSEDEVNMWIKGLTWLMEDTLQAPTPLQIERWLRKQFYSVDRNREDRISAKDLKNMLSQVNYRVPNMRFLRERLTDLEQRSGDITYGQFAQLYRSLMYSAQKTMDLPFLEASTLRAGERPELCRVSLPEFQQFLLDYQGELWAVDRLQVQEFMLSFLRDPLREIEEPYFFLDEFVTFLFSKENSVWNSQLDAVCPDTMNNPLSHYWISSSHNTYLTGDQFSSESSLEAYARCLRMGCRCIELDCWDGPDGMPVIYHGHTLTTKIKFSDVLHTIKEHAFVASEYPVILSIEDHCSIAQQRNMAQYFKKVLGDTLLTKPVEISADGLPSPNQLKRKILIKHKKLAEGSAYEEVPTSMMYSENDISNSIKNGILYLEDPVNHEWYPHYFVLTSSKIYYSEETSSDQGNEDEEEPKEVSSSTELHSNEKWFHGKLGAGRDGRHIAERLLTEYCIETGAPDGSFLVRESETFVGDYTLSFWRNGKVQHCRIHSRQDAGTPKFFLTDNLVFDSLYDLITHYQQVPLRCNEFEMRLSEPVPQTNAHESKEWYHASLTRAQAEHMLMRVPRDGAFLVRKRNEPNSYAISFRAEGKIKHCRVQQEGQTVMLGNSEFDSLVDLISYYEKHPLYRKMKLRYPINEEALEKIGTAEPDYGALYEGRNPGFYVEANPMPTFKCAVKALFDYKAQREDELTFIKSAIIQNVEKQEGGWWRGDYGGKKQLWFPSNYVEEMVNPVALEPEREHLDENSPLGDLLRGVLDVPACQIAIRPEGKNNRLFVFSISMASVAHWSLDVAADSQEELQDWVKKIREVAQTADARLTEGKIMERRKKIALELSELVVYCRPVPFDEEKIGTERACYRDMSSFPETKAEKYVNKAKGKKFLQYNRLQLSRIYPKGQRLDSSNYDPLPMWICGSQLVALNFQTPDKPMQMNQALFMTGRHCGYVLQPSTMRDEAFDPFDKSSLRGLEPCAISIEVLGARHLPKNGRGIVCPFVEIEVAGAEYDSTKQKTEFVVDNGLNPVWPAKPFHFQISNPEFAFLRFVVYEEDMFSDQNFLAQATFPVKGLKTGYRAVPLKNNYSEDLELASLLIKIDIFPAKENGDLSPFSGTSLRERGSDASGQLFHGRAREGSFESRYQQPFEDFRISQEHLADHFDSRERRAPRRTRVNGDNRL
# DDE Tn6 FP inh – disrupts Tn6 cyclic peptide binding to fibrin D-Dimer-E complex; P02675; Fibrin DD(E) TRITC-Tn6 fluorescence polarization displacement; inhibition, % at 8.3 µM; hit rate 0.21% among 370,000; AID 720509;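 active = inhibition above a per-campaign cutoff: mean of compounds within control limits plus 3 SD, cut at about 15% in these data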;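 note: 0% = median of all compound wells on the plate and 100% = blocking peptide control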
# UHRF1 binding – blocks human UHRF1 binding to methylated DNA; Q96T88; UHRF1 binding to methylated oligo, TR-FRET; inhibition, % at 4.4 µM; hit rate 0.75% among 370,000; AID 687016; in the data active = inhibition above about 21%;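 note: UHRF1 SRA domain binding a hemimethylated CpG hairpin DNA probe; 0% = median of test compound wells and 100% = reference inhibitor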
# ASAP1 GAP inh – ASAP1 ArfGAP inhibition; inhibition, % at 16.5 µM; ASAP1-stimulated ARF1 GTP hydrolysis, GDP FP detection; hit rate 0.19% among 360,000; in the data active = inhibition above about 25%;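 note: 0% = vehicle with enzyme and substrate and 100% = no enzyme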
# MBD2 inh – blocks human MBD2 binding to methylated DNA | Q9UBB5 | TR-FRET, MBD2 binding to methylated oligonucleotide | inhibition, % at 4.4 µM | hit rate 0.31% among 370,000 | AID 686964; in the data active = inhibition above about 13%
# ADAM17 inh – inhibitors of human ADAM17; recombinant ADAM17, EDANS/DABCYL FRET peptide cleavage; hit rate 0.83% among 370,000; P78536; AID 720648; inhibition, % at 6.95 µM;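 active = inhibition above the mean of compounds lying between control limits plus 3 SD, set per campaign, cut at about 8.5% in these data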;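 note: 0% = DMSO-only wells as the low control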
# * marks the source's active call; other numbers are inactive results; x = no result given.
KLK7 zymogen act	Tn7 DDE FP	ARFGAP1 inh	PLCb3 inh	PLC-gamma1 inh	DDE Tn6 FP inh	UHRF1 binding	ASAP1 GAP inh	MBD2 inh	ADAM17 inh	Structure
0.1	-14	17	-3	5	0	-1	1	-5	2	COc1ccc(CCNC(=O)CSc2nn3c(=O)c(C)nnc3s2)cc1OC
-0.1	-6	-3	-1	3	4	-1	-7	-5	2	COc1ccccc1N(CC(=O)NCCc1ccccc1)C(=O)CCC(=O)Nc1nccs1
-0.1	-5	11	-15	-9	-2	-3	8	1	4	Oc1ccc(Nc2nc(-c3ccccc3F)nc3ccccc23)cc1
0.2	-1	14	-5	-1	5	2	6	0	-5	CCOC(=O)c1c(C)[nH]c(C)c1S(=O)(=O)NCCc1cccs1
-0.8	-2	19	11*	9	-9	0	3	-5	21*	CCCN(CC(=O)Nc1cccc(Br)c1)CC(=O)Nc1ccc(F)c(F)c1F
-0.1	-4	8	-2	-1	1	6	0	2	1	CCn1cc(SCC(=O)N2CCOCC2)c2ccccc21
0.4	1	0	0	-5	4	0	3	0	1	CC(C)C1N(C(=O)CN2CCCC2)CCN1S(=O)(=O)c1ccccc1 (configuration not stated)
0.7	14*	-4	-8	-1	6	1	-5	-1	0	CCc1nc2ccc(C(=O)NCCc3ccccc3OC)cc2nc1CC
18*	-6	-17	-371	-319	-2	5	7	1	-449	CCOC(=O)N1CCC2(CC1)CC(=O)c1c(ccc3oc(C(=O)O)c(C)c13)O2
-1.4	5	x	-143	-103	1	1	x	0	-10	N#Cc1ccc(Cn2ccc3ccc(-c4ccc5ccn(C(=O)C6CCCCC6)c5c4)cc32)cc1
0.2	5	-1	4	0	-2	1	-3	1	-3	Cc1ccc(S(=O)(=O)N2CCOCC2)c(C)c1-n1cnnn1
-0.2	-9	5	2	4	4	1	-8	-4	0	COc1ccc(N(CC(=O)Nc2cccc(N(C)S(C)(=O)=O)c2)S(C)(=O)=O)cc1OC
-0.1	-8	-2	1	1	3	2	-7	2	11*	Cc1ccc(CNC(=O)C(=O)NCC2OCCN2S(=O)(=O)c2ccc(C)cc2)cc1 (configuration not stated)
0.2	-5	5	-1	2	-3	0	9	1	0	O=C1CC(C(=O)Nc2nccs2)C(c2ccccc2)O1 (configuration not stated)
0.7	4	5	-11	-1	-8	2	-1	9	-8	COc1cc(/C=C/C(=O)O)cc(S(=O)(=O)Nc2ccccc2C(=O)NCCc2ccccc2)c1OC
-0.1	5	9	2	0	5	0	3	3	-4	Cc1cc2nnc(SCC(=O)N3CCN(c4ccccc4)CC3)n2c(N)n1
0.1	1	-5	0	2	2	0	11	1	-2	O=C(NC1CCSc2ccccc21)c1cc(S(=O)(=O)N2CCOCC2)ccc1Cl (configuration not stated)
0.5	-3	-5	-5	2	-2	0	-14	-5	0	COc1ccc(-c2noc(CNS(=O)(=O)c3ccccc3)n2)cc1
0.1	4	4	1	8	-5	2	5	-8	6	Cc1cccc(-n2nnnc2SCC(=O)NCC2(N3CCOCC3)CCCCC2)c1C
1.0	2	5	-2	0	-1	0	2	4	0	COC(=O)C1=C(C)N(Cc2ccc(C(F)(F)F)cc2)C(=NCc2ccccc2C(F)(F)F)NC1c1ccccc1 (configuration not stated)
-0.3	-2	-5	-1	-2	1	-3	0	-4	1	CCCCN(C(=O)Cn1nnc2ccccc21)C(C(=O)NCCOC)c1ccc(OC)cc1 (configuration not stated)
-0.2	5	-3	-17	-9	3	-4	9	-6	-1	Cn1c(C(=O)c2ccncc2)cc2ccccc21
0.3	-7	3	-6	-2	1	-1	7	-1	2	COc1cc(C(=O)N2CCNCC2)cc(OC)c1OC
0.6	3	7	-3	-1	-1	-3	-6	-2	-2	C#CCOc1ccccc1C(N)=O
-2.5	1	3	-168	-155	-9	-1	-5	-4	-54	COCCOC(=O)C1=C(C)NC(C)=C(C(=O)OCCOC)C1/C=C/c1ccccc1OC
0.2	3	12	3	3	-8	3	8	5	0	CC(O)(C#CCN1CCCC1)c1ccccc1 (configuration not stated)
52*	-10	6	-4	0	-2	-1	11	-2	0	COc1ccccc1CC(=O)Nc1ccc(NC(=O)c2cccs2)cc1
-1.2	-6	3	0	3	5	-5	13	1	-4	Cc1cc(C)nc(Nc2nc(=O)c3ccccc3s2)n1
-1.2	1	2	-2	0	0	-2	15	0	6	O=S(=O)(NCCc1csc(-c2ccccc2)n1)c1ccc2c(c1)OCCO2
-0.1	4	-2	-1	-1	-2	0	-19	2	-6	COc1cc(NS(=O)(=O)c2ccc(F)cc2)c(OC)cc1NC(C)=O
-0.1	-5	5	-10	-5	2	0	4	1	-4	COC(=O)c1ccc2c(=O)n(CCN3CCOCC3)c(SCC(=O)Nc3ccccc3Cl)nc2c1
-0.5	-4	x	1	2	1	0	x	-5	-4	COc1ccc([C@H]2OC(=O)C[C@H]2C(=O)N2CCN(C(=O)C3CCCO3)CC2)cc1OC (some centres not stated)
0.6	2	-4	-2	0	1	-4	13	2	-1	Cc1ccc(-c2noc(CN(C(=O)CCCN3C(=O)c4ccccc4C3=O)C(C)C)n2)cc1
-0.2	-7	4	1	-5	1	1	7	2	-4	CCN1CCN(CCNC(=O)c2cn(C(C)c3ccccc3F)nn2)CC1 (configuration not stated)
-0.3	-1	-4	-7	-7	-4	-3	7	2	1	CN(C)S(=O)(=O)c1cccc(N=C2NN=C(c3ccccc3)CS2)c1
-1.0	-5	2	-12	-10	4	0	11	3	1	CCc1cc2c(=O)c(-c3ccc4c(c3)OCCO4)coc2cc1OS(C)(=O)=O
0.1	-6	-1	2	-1	-6	-4	3	-5	-4	NS(=O)(=O)c1ccc(CCNC(=O)COC(=O)c2ccc([N+](=O)[O-])o2)cc1
-1.0	-13	115*	-273	-146	-9	2	79*	-5	-5	Cc1cc2oc3ccc(NCCCn4ccnc4)cc3c(=O)c2cc1C
-0.1	4	4	-6	-9	1	-1	0	-8	-7	Cc1nc2ccccc2nc(C)c1=NOCc1ccccc1Cl
0.1	2	-4	-87	-70	6	-1	4	5	-16	COc1ccc(-c2cc(=O)oc3cc(OCC(C)=O)ccc23)cc1
0.3	-5	-3	-4	-5	4	15	14	7	0	O=C1OC(COCC#Cc2ccccc2)CN1c1ccccc1 (configuration not stated)
-0.1	-3	-5	-5	-2	-1	1	-4	-5	-6	Cc1ccc2[nH]c(=O)c(CN(CCCN3CCOCC3)C(=O)Nc3ccc(Cl)cc3)cc2c1
x	-9	x	-4	1	0	5	x	2	3	CC(C)(N[C@@H](Cc1c[nH]c2ccccc12)C(=O)NCCc1c[nH]c2ccccc12)C(=O)NC1CCCCC1
0.5	3	12	4	1	1	1	9	1	-3	Oc1ccccc1Nc1nc(NCC2CCCO2)c2ccccc2n1 (configuration not stated)
-0.3	6	-2	1	0	5	1	-10	5	-3	CCOC(=O)C1(C)CCCN1C(=O)c1ccccc1F (configuration not stated)
0.1	2	2	1	-2	0	1	-3	1	0	Cc1ccc(C(=O)OCC(=O)NCc2cccs2)cc1
-0.3	-5	15	8	3	2	5	9	0	1	COc1ccc(N2C(=O)CSC2c2ccc3c(c2)OCO3)cc1 (configuration not stated)
0.0	-2	13	0	8	-4	9	5	9	-4	O=C(O)c1ccnc(SCC(=O)c2ccccc2)c1

# Profiles, quoted from the list.
# Entry for `O=C1OC(COCC#Cc2ccccc2)CN1c1ccccc1` (configuration not stated) = KLK7 zymogen act = 0.3; Tn7 DDE FP = -5; ARFGAP1 inh = -3; PLCb3 inh = -4; PLC-gamma1 inh = -5; DDE Tn6 FP inh = 4; UHRF1 binding = 15; ASAP1 GAP inh = 14; MBD2 inh = 7; ADAM17 inh = 0
# Entry for `Cc1cc2oc3ccc(NCCCn4ccnc4)cc3c(=O)c2cc1C` = KLK7 zymogen act = -1.0; Tn7 DDE FP = -13; ARFGAP1 inh = 115*; PLCb3 inh = -273; PLC-gamma1 inh = -146; DDE Tn6 FP inh = -9; UHRF1 binding = 2; ASAP1 GAP inh = 79*; MBD2 inh = -5; ADAM17 inh = -5
# Entry for `Oc1ccccc1Nc1nc(NCC2CCCO2)c2ccccc2n1` (configuration not stated) = KLK7 zymogen act = 0.5; Tn7 DDE FP = 3; ARFGAP1 inh = 12; PLCb3 inh = 4; PLC-gamma1 inh = 1; DDE Tn6 FP inh = 1; UHRF1 binding = 1; ASAP1 GAP inh = 9; MBD2 inh = 1; ADAM17 inh = -3

# Next records follow:
KLK7 zymogen act	Tn7 DDE FP	ARFGAP1 inh	PLCb3 inh	PLC-gamma1 inh	DDE Tn6 FP inh	UHRF1 binding	ASAP1 GAP inh	MBD2 inh	ADAM17 inh	Structure
-0.4	-4	-3	-2	4	-3	13	1	-1	3	COc1ccc(S(=O)(=O)Nc2cccc(S(=O)(=O)N3CCCCCC3)c2)cc1
0.2	-1	2	3	1	0	-1	0	6	-1	Cc1cc(C(=O)N2CCOCC2)n(-c2ccccc2)n1
0.4	3	3	-2	0	5	-1	6	1	0	CCOC(=O)c1c(C)[nH]c(C)c1C(=O)CSc1nnc(-c2ccncc2)n1C
0.2	3	-7	-2	1	-2	19	9	6	-3	Cc1ccc(S(=O)(=O)N2CCOCC2)cc1NC(=O)CSc1nc(N)cc(=O)[nH]1
-0.3	9	5	1	2	3	3	-5	3	-3	Cc1cc(C)nc(NC(=O)Cc2cccs2)n1
-0.2	-3	8	0	-2	1	-1	-3	-4	1	Cc1ccc(S(=O)(=O)N(CC(=O)NCc2ccco2)Cc2ccccc2F)cc1
1.0	-5	6	-15	-4	20*	17	10	0	-2	CCN(CC)c1ccc(N=C2C=CC(=O)C=C2NC(C)=O)cc1
0.0	-2	7	6	3	6	-2	0	-2	-2	NC12CC3CC(C1)CC(O)(C3)C2
0.1	5	-9	-3	2	-1	-1	1	-3	-2	O=C(Cn1nc(-c2ccccc2)c2ccccc2c1=O)Nc1cccc(O)c1
6.8	5	6	-272	-204	4	-1	4	-5	-192	NC(=NCCc1ccccc1)NC(=O)c1cc(Cl)ccc1O
-1.1	4	-11	0	0	7	0	6	2	-1	COc1ccc2nc3n(c(=O)c2c1)-c1ccc(Cl)cc1C(=O)NC3Cc1ccccc1 (configuration not stated)
0.5	3	2	-1	0	-2	1	-7	2	-2	COc1ccc(S(=O)(=O)Cc2ccc(C(=O)N3CCN(C(=O)c4ccco4)CC3)o2)cc1
0.3	8	4	0	-1	0	-1	-9	0	-3	c1nc2nc3c(c(N4CCOCC4)n2n1)CCCC3
-0.7	6	13	-1	-3	-6	4	3	7	-3	CC1=C(C(=O)N2CCOCC2)CC(CC(=O)NC2CC2)C(=O)N1Cc1ccc(C(C)(C)C)cc1 (configuration not stated)
0.1	1	-8	-6	-2	-2	0	0	4	-4	CN(Cc1ccccc1)C(=O)C1CCCN(c2ncnc3c2nc2n3CCCCC2)C1 (configuration not stated)
0.4	-3	-9	5	1	5	-1	13	2	-2	N/C(=N\c1nc2c(c(=O)[nH]1)CCCC2)Nc1ccccc1Sc1ccccc1
